RGS4-Gao reg – modulates binding of RGS4 to human Galphao. P09471. binding response (% of control), % at 10 µM. hit rate 0.33% among 220,000. Multiplexed bead flow cytometry; actives lie on both sides; in the data active = binding response below about 49% or above about 150%; inactive = in between;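 note: fluorescent Galphao activated with aluminum fluoride binding bead-coupled RGS4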
RGS7-Gao – human RGS7-Galphao interaction regulation. Multiplexed bead flow cytometry, RGS7-Galphao binding; actives lie on both sides. binding response (% of control), % at 10 µM. hit rate 0.35% among 220,000; in the data active = binding response below about 49% or above about 150%; inconclusive = no clear call, values can overlap the other calls; inactive = in between;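 note: fluorescent Galphao held in activated GDP-AlF4 state binding bead-coupled RGS7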
Bim-Mcl-1 – inhibitors of Bim-Mcl-1 interaction, human | inhibition, % at 10 µM | hit rate 0.1% among 190,000 | Bead-based flow cytometry, Bim peptide-Mcl-1 binding;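 note: 0% = no compound tracer wells and 100% = peptide blocker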
ABCG2 inh – inhibitors of human ABCG2 transporter, ABCB1 counter-screen. Q9UNQ0. IgMXP3 cells, JC-1 efflux, flow cytometry. inhibition, % at 6.6 µM. hit rate 0.1% among 190,000. AID 1325;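 active = inhibition above 80%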;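 note: 0% = DMSO and 100% = nicardipine control wells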
Target sequence (Q9UNQ0 whole entry, looked up): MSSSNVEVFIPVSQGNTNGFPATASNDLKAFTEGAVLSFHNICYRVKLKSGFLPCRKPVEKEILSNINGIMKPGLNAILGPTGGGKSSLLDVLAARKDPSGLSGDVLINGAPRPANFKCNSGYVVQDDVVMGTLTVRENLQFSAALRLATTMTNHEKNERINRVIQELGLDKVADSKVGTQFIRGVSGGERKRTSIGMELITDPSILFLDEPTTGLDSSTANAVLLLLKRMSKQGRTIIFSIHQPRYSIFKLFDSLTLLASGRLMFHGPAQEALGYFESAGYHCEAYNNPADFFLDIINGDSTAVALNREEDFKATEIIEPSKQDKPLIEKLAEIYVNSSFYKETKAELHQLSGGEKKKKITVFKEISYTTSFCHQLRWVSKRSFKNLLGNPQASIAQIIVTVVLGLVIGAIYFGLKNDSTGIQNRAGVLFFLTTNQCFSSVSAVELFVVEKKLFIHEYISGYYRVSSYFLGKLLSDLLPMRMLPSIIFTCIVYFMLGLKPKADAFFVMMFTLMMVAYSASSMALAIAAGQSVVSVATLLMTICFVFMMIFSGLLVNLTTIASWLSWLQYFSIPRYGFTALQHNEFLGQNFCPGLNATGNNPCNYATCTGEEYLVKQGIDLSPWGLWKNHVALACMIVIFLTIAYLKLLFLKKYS
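Read-out basis: Efflux inhibition in percent versus controls | Test system: ABCG2 IgMXP3 and barcoded ABCB1 CCRF-Adr cell mix | Quantity: 3 million cells/mL in well | Schedule: 10 min at 25 °C | Control set: Nicardipine as high control, DMSO as low control | Reagent: JC-1 as fluorescent efflux pump substrate | Signal: Flow cytometry of retained JC-1 fluorescence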
Bcl-W Bim block – inhibitors of Bim-Bcl-W interaction, human | Q92843 | bead-based flow cytometry, Bim peptide-Bcl-W binding | inhibition, % at 10 µM | hit rate 0.02% among 190,000;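 note: 0% = bound tracer without compound and 100% = peptide blocker; higher means less fluorescent Bim peptide bound to Bcl-W beads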
Target sequence (Q92843 whole entry, looked up): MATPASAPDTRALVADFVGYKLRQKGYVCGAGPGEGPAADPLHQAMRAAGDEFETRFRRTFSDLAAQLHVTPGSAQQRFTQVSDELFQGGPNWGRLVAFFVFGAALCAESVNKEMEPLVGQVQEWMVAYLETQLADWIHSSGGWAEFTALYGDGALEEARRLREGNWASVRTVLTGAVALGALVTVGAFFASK
Bim-Bcl-XL – inhibitors of Bim-Bcl-XL interaction, human | Q07817 | Bim peptide-Bcl-XL binding, bead flow cytometry, fluorescence | inhibition, % at 10 µM | hit rate 0.04% among 190,000 | AID 1007
Bim-Bfl-1 – human Bim-Bfl-1 interaction inhibition | Q16548 | Bead-based flow cytometry, Bim-Bfl-1 binding inhibition | inhibition, % at 10 µM | hit rate 0.12% among 190,000 | AID 1008;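 note: 0% = wells without compound plus tracer and 100% = blocker peptide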
Bim-Bcl-2 – human Bim-Bcl-2 interaction inhibition; P10415; Bead-based flow cytometry, Bim peptide-Bcl-2 binding; inhibition, % at 10 µM; hit rate 0.06% among 190,000; AID 950; in the data active = inhibition above about 40%; inconclusive = no clear call, values can overlap the other calls;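 note: 0% = no compound wells with probe peptide and 100% = reference peptide inhibitor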
RGS8-Gao – modulates binding of RGS8 to human Galphao; response (percent of control binding), % at 10 µM; P09471; AID 1423; multiplexed bead flow cytometry; actives lie on both sides; hit rate 0.34% among 220,000; in the data active = response below about 60% or above about 140%; inactive = in between;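 note: Galphao activated as the GDP aluminium fluoride complex binding bead-coupled RGS8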
Bim-Bcl-B – inhibitors of Bim-Bcl-B interaction, human; inhibition, % at 10 µM; hit rate 0.073% among 190,000; Q9HD36; AID 951; bead-based flow cytometry, Bim peptide-Bcl-B binding;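 note: 0% = tracer peptide without compound and 100% = reference inhibitor peptide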
Target sequence (Q9HD36 whole entry, looked up): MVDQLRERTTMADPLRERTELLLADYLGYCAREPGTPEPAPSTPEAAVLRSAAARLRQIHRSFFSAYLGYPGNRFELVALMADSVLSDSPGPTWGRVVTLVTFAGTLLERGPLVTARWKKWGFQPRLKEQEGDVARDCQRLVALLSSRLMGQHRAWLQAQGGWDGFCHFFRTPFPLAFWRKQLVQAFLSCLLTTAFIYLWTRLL
ABCB1 inh – inhibitors of human ABCB1 transporter, ABCG2 counter-screen; P08183; CCRF-Adr cells, JC-1 efflux, flow cytometry; inhibition, % at 6.6 µM; hit rate 0.067% among 190,000; AID 1326; in the data active = inhibition above about 40%;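 note: 0% = vehicle and 100% = reference inhibitor; higher value means more JC-1 retained so stronger ABCB1 efflux block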
Active calls of the source: *; ? = inconclusive; / = no result given. Cut-off read from the data, not from the text of the source, unless noted: active = inhibition above about 40%.

SMILES,RGS4-Gao reg,RGS7-Gao,Bim-Mcl-1,ABCG2 inh,Bcl-W Bim block,Bim-Bcl-XL,Bim-Bfl-1,Bim-Bcl-2,RGS8-Gao,Bim-Bcl-B,ABCB1 inh
COC(=O)c1ccc(CNC(=O)COC(=O)C2CC3C=CC2C3)cc1 (stereo not drawn),92,95,-2,0,-4,-3,-8,-2,99,-4,0.3
CSCCC(NC(=O)c1ccc(Cl)cc1)C(=O)OCC(C)=O (stereo not drawn),99,100,0,-6,-5,-2,-5,-4,100,-2,-2.6
COc1ccc(C(=O)N2CC3(CC(c4cccc([N+](=O)[O-])c4)=NO3)C[C@H]2C(=O)NCC(N)=O)cc1 (stereo partly drawn),108,103,-2,2,0,0,0,0,105,0,0.4
COc1ccc(CCNc2c(C)c(C)nc3ncnn23)cc1,100,101,-3,4,1,-5,-16,-11,102,-7,-0.1
CCc1c(C)nc(N)n2c(SCC(=O)Nc3ccccc3OC)nnc12,100,101,4,1,7,15,-8,0,101,-1,0.3
Nc1cc(C(=O)N2CCCC2)cc(C(=O)N2CCCC2)c1,101,103,-1,1,-1,-19,-8,-7,103,-5,0.1
O=C(NNC(=O)C1CCN(c2ncccn2)CC1)c1ccccc1,103,102,0,0,1,-2,-6,0,103,-1,-0.1
CC(C)N1CCC(N2CCN(Cc3ccc4nsnc4c3)CC2CCO)CC1 (stereo not drawn),100,100,-2,3,0,-2,-5,-3,100,-3,0.3
COc1cccc(C(=O)OCc2ccccc2C#N)c1O,104,103,3,6,4,-3,-5,-5,102,-4,0.2
CCC(C)NC(=O)c1ccc(-n2c(=S)[nH]c3ccccc3c2=O)cc1 (stereo not drawn),103,105,3,1,0,3,-5,2,105,-6,0.2
COCCNS(=O)(=O)c1cc(OC)c(C)cc1C,100,105,-3,-1,-5,-2,2,0,100,0,-0.5
Clc1ccc(CNc2ccccc2NCc2ccc(Cl)nc2)cn1,104,104,-1,3,-2,-1,-4,3,104,-4,1.1
COc1cccc(/C=C2\SC(N)=NC2=O)c1OS(=O)(=O)c1ccccc1,100,98,-1,8,-3,-1,-6,-1,99,0,0.3
Cc1ccc(-n2c(=O)cc(NCc3cccnc3)[nH]c2=O)cc1,100,100,-1,1,-1,-2,-4,-5,99,0,0.3
CCO[C@H]1OC(C(=O)N2CCN(C)CC2)=C[C@@H](c2csc3ccccc23)[C@@H]1CCCO,103,103,-2,1,-3,-4,-7,-9,100,-2,0.5

Filtered by structure, those above with a Cl atom
SMILES,RGS4-Gao reg,RGS7-Gao,Bim-Mcl-1,ABCG2 inh,Bcl-W Bim block,Bim-Bcl-XL,Bim-Bfl-1,Bim-Bcl-2,RGS8-Gao,Bim-Bcl-B,ABCB1 inh
CSCCC(NC(=O)c1ccc(Cl)cc1)C(=O)OCC(C)=O (stereo not drawn),99,100,0,-6,-5,-2,-5,-4,100,-2,-2.6
Clc1ccc(CNc2ccccc2NCc2ccc(Cl)nc2)cn1,104,104,-1,3,-2,-1,-4,3,104,-4,1.1

Next section:
SMILES,RGS4-Gao reg,RGS7-Gao,Bim-Mcl-1,ABCG2 inh,Bcl-W Bim block,Bim-Bcl-XL,Bim-Bfl-1,Bim-Bcl-2,RGS8-Gao,Bim-Bcl-B,ABCB1 inh
CN(C)C(=O)c1ccc(NC(=O)CSc2nc3ccccc3[nH]2)cc1,99,101,-1,1,-3,-3,-10,-2,96,-3,0.1
COc1ccccc1C/C(N)=N/OC(=O)COc1cccc(C)c1C,95,?,-1,14,-1,-2,-4,-5,97,-2,0.2
O=C1c2ccccc2C(=O)N1Cc1nc2ccccc2c(=O)n1CCCN1CCOCC1,117,109,-3,3,-4,-2,-2,0,114,-4,3.4
CC(=O)c1ccc(N2CCN(C(=O)CCC(=O)c3cccs3)CC2)cc1,100,100,-1,1,-2,-1,-7,-5,102,-2,-0.2
CC(C)(C)NS(=O)(=O)c1ccc(OCC(=O)NCCC2=CCCCC2)cc1,116,113,0,2,-1,0,0,-5,120,-3,0.3
FC(F)(F)c1nnc2c(Sc3ccccn3)nc3ccccc3n12,94,97,-3,8,-4,-4,0,-2,98,-9,1.2
Cc1cccc(N(CC(=O)N2CCCC2)S(=O)(=O)c2ccccc2)c1C,101,98,-6,2,-2,-1,-15,-10,101,-9,1.2
CCOC(=O)N1CCC(N2CCCC(CO)(Cc3cccc(OC)c3)C2)CC1 (stereo not drawn),101,100,-2,1,-2,-1,-7,-2,103,-7,0.4
Cn1nnc(NC(=O)c2ccc3ccccc3c2)n1,91,90,10,1,-1,-2,1,0,96,0,0.1
O=C(c1csc2ccccc12)N1CCN(c2ccc(Cl)c(Cl)c2)CC1,101,103,0,2,-1,-1,1,-2,102,0,0.1
CCNC(=O)NC(=O)C(C)SCc1ccccc1C (stereo not drawn),104,101,-1,2,-1,1,-13,-11,104,-7,0.6
CCOc1ccc(-c2nc(CSc3nnc(C)s3)cs2)cc1OC,104,100,0,0,0,0,-8,-4,99,-10,-0.2
Cn1c(NN)nc2ccccc2c1=O,103,103,0,4,-2,1,-3,-2,101,-3,0.9
COc1ccccc1NC(=O)NCC(=O)Nc1ccc(F)c(F)c1,109,108,11,10,3,-1,-11,-8,104,-3,0.1
Cc1cc(C)cc(NS(=O)(=O)c2ccc(Oc3ncc(C(F)(F)F)cc3Cl)cc2)c1,97,98,0,3,0,-4,-11,-6,98,-7,0.8
C=CCn1cnc2c(nnn2-c2ccc(OC)c(OC)c2)c1=O,98,?,-1,12,-1,-1,-6,-1,100,-1,0.8
CCOc1ccccc1NC(=O)Cn1c(=O)c2ccccc2n(CC)c1=O,102,105,-6,-1,-8,-6,-5,-2,104,-10,-0.1
CC(=O)Nc1ccc(S(=O)(=O)Nc2cc(C)ccn2)cc1,101,102,2,0,0,0,-2,-4,104,-1,0.1
CC(C)(C)N1CC2(c3ccccc3)CN(C(C)(C)C)CC(c3ccccc3)(C1)C2=O,104,104,0,0,0,2,-2,3,104,0,-0.1
CSCCC(NC(=O)/C(=C/c1ccc2c(c1)OCO2)NC(=O)c1cccc([N+](=O)[O-])c1)C(=O)O (stereo not drawn),107,101,-5,0,-3,-2,-3,-2,101,-7,0.3
CN(C)C(=S)NC1CCS(=O)(=O)C1 (stereo not drawn),103,101,-4,0,0,-1,7,0,99,2,0.0
CN(C)CCP(=O)(c1ccccc1)c1ccccc1,101,?,1,4,-3,-3,-6,-2,102,-3,0.2
CCn1c(CC(=O)Nc2ccc(Cl)c(Cl)c2)nnc1SCc1ccc(Cl)cc1,108,108,/,0,/,/,/,?,116,/,0.9
COc1cc2c(cc1OC)C1C/C(=N\O)C(CC(C)C)CN1CC2 (stereo not drawn),103,105,0,0,3,1,0,-2,105,-2,0.0
Cc1sc(NC(=O)c2ccccc2)c(C(=O)N2CCN(C)CC2)c1C,103,104,0,0,0,-6,-10,-5,103,-6,0.3
COc1ccc(COCC(O)CN2CCC(CN3C(=O)c4cccc5cccc(c45)C3=O)CC2)cc1OC (stereo not drawn),103,103,-1,0,-2,-1,0,0,102,-1,0.9
COc1ccc(-c2[nH]ncc2CN(Cc2nccn2C)C(C)C)cc1F,102,98,0,3,-3,0,-7,-3,103,-2,2.1
COc1ccc(N2CCN(C(=O)Cc3cccs3)CC2)cc1,100,105,0,1,0,-3,-10,-4,102,-4,0.5
COc1ccc(CCn2c(N3CCN(Cc4ccccc4)CC3)nc3c2c(=O)[nH]c(=O)n3C)cc1,101,102,0,20,-2,-3,-14,-5,106,-7,1.9
COc1cc(S(=O)(=O)NC2CCCCC2)c(C)cc1C,98,92,1,22,2,0,-3,-3,101,-2,1.5
O=C(Nc1nc(COc2ccccc2)cs1)c1ccccc1F,89,95,-1,9,-3,-6,0,-3,90,-8,0.5
CCOc1ccc(NC(=O)C2CCCN(S(=O)(=O)c3c(C)n[nH]c3C)C2)cc1 (stereo not drawn),97,97,0,6,0,0,-3,0,96,-3,2.7
CS(=O)(=O)N1CCc2cc(C(=O)Nc3ccccc3)ccc21,102,104,3,3,-2,-1,-6,-3,102,-4,0.5
CCCCn1c(SCC(=O)NC(C)CC)nc2ccc(N3CCOCC3)cc2c1=O (stereo not drawn),105,105,-3,7,0,-2,0,-4,105,-7,1.5
Cc1cc(=O)[nH]c(NN=C(CC(C)C)CC(C)C)n1,103,103,-2,2,-2,-5,-2,-7,101,-4,0.3
Cn1c(N)c(C(=O)COC(=O)c2ccnc3ccccc23)c(=O)n(C)c1=O,96,100,0,34,0,0,1,1,88,0,1.1
Cc1ccc(NC(=O)C(=O)NCCN2CCN(C(=S)Nc3ccccc3)CC2)cc1,105,106,-2,-1,-1,-8,-11,-16,104,-10,-0.6
Cc1ccc(-c2nnc(SCC(=O)N/N=C/c3ccc(C)s3)n2-c2ccccc2)cc1,95,91,-5,40,-3,-8,-5,-6,98,-9,1.7
Nc1nc(SCC(=O)NCCO)nc2sc3c(c12)CCCC3,99,?,-2,17,3,3,5,3,103,5,-0.2
CCn1c(=O)c(C(=O)NCCNCCO)c(O)c2ccccc21,97,99,-1,1,-1,-2,-10,-6,101,-7,0.5
Cc1cc(Br)c2nc3c(c(C(=O)O)c2c1)CCCCC3,102,100,-5,3,-4,-12,-12,-4,99,-11,-0.1
CC(C)(C)c1ccccc1NC(=S)NCc1ccccc1,107,121,-1,2,-1,0,-2,0,100,-1,0.0
S=C(NCCN1CCOCC1)Nc1ccc(-c2nc3ccccc3[nH]2)cc1,101,?,-4,-4,-4,-6,-3,-5,100,-16,-0.7
CCOC(=O)N1CCN(S(=O)(=O)c2cccc3nsnc23)CC1,90,91,5,0,1,7,8,6,84,4,0.8
CC(C)[C@H](NS(=O)(=O)c1ccccc1)C(=O)OCC(=O)NC(=O)c1cccn1C,97,97,-1,3,-9,-10,0,2,101,-2,1.0
Cc1ccccc1/C=C/C(=O)NCC(=O)N1CCC(N(C)C2CCCCC2C)CC1 (stereo not drawn),103,110,-2,-1,-1,0,-5,-3,105,-3,0.1
CC(=O)C1=C(C)N(CC2CC2)C(=O)N[C@H]1c1ccc(Br)cc1,102,103,-1,-2,1,-2,-1,1,97,-5,-0.3
COC(=O)c1cc(C)sc1NC(=O)CC1Nc2ccccc2NC1=O (stereo not drawn),100,100,-1,7,2,0,0,0,101,-1,0.8
CCN(CC)CCCN(Cc1cc2cc(OC)c(OC)cc2[nH]c1=O)C(=O)Nc1ccccc1,102,103,0,0,1,-4,-13,-1,101,-5,-0.1
COc1ccc(C[C@H]2CN3C(=NC[C@H]3Cc3ccccc3)N2CCNC(=O)CCC2CCCCC2)cc1,104,99,2,5,-2,-1,-3,0,100,-9,1.4
N#Cc1cnn2cc(CCN3CCOCC3)c(-c3ccc(F)cc3)nc12,101,97,-2,0,-1,0,2,-1,103,0,1.3
O=P(CCN1CCCCC1)(c1ccccc1)c1ccccc1,106,99,0,3,0,0,-11,-9,103,-5,1.0

Bioassay records: PubChem BioAssay, NMMLSC
